Ins promoter up = MIN6 insulin promoter up-regulation; MIN6 insulin promoter-GFP reporter, high-content imaging; active compounds read high; z-score at 5 µM; actives 0.3% (n = 190,000); AID 1625;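 active = z-score above 3 at 5 µM with at least 500 cells counted in the well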
MT stabilizer = microtubule stabilizers in HeLa cells. HeLa tubulin immunostaining HCS, 24 h; share of cells brighter than vehicle mean+2SD. % tubulin-high responders, % at 10 µM. actives 0.83% (n = 200,000). AID 2205;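 active = plate Z-score above 3 for both tubulin-high and condensed-nucleus cell shares, with cell loss under 80%, at 10 µM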;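 also: anti alpha tubulin signal scored within the nucleus-defined area of each cell; some results filed as inactive read as strong as hits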
WT yeast gro inh = growth inhibition of WT yeast, mitochondrial fusion screen | mitochondrial fusion phenotypic screen, WT strain | inhibition, % at 10 µM | actives 2.1% (n = 190,000); in the data active = inhibition above about 58%; tested in S. cerevisiae
West Nile virus CPE = West Nile virus antiviral activity, cell-based, CPE readout (AID 1621) | West Nile virus-infected cells, CPE inhibition; higher % means a stronger effect | actives 0.02% (n = 290,000) | CPE inhibition, % at 10 µM; hits with a dose series show IC50 in µM; in the data active = a potency from the dose series; also: strong numbers were not always called active
Hep lipid drop = hepatic lipid droplet formation modulation | actives 0.4% (n = 240,000) | inhibition, % at 6.5 µM | AML12 mouse hepatocytes, oleate lipid droplets, BODIPY imaging;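 active = lipid droplet intensity inhibited by at least 50%, with more than 500 cells counted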
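Assay system: AML12 mouse liver cells | Compound dosing: One dose, 6.5 µM compound | Read-out basis: Droplet intensity reduction, % inhibition | Measured by: Fluorescence imaging, 20x objective, two fields per well | Schedule: Overnight treatment with compound plus oleate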
T cell HTS = T cell immune modulation candidate | 2C CD8+ T cell-vesicle binding, flow cytometry; active compounds read low | calls only at 7 µM | actives 0.068% (n = 330,000);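 active = response, share of CD8 T cells binding vesicles, and their 90th percentile fluorescence all below set limits, cut at about 80% in these data, passing the limit was not always enough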
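incubation = binding step 1.5 h, 37 °C, antibody labelling 20 min, ice | test system = 2C mouse CD8+ T cells | read-out basis = percent CD8+ FL2 mean versus row control | controls = Peptide-free naked vesicles (low) and QL9 vesicles with 0.7% DMSO vehicle (high) | detection = flow cytometry of vesicle-bound cells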
Autophagy mod = modulators of autophagy; MEF GFP-LC3 puncta imaging; test concentration mostly 10 µM; calls only at 10 µM (by protocol); actives 0.98% (n = 190,000);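 active = percentage of spot-positive cells more than 3 SD above its plate mean, without a fluorescence outlier flag or 80% toxicity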;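 also: spot-positive cell cutoff set from DMSO-treated cells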
bCat nuc transl = modulators of beta-catenin nuclear translocation; HeLa beta-catenin nuclear translocation, immunofluorescence imaging; nuclear translocation activity, % at 5 µM; actives 0.3% (n = 190,000); AID 1665;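 active = nuclear translocation activity above 50% at 5 µM, with a well cell count of 50 or more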;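 also: per-cell ratio of nuclear to cytoplasmic median beta-catenin stain intensity; plate controls were DMSO negative control for no effect and GSK-3 inhibitor IX positive control for full effect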
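Test system: HeLa cells, endogenous beta-catenin; Compound: single 5 µM dose plus 0.02–20 µM confirmation series; Times: compound exposure 24 h at 37°C; Signal: fluorescence imaging of beta-catenin antibody stain plus DAPI; Read-out: % activation, nuclear-to-cytoplasmic median beta-catenin signal ratio per cell.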
Myeloid diff MLP = myeloid differentiation induction | calls only at 10 µM | actives 1% (n = 360,000) | AID 624256 | ER-HoxA9 myeloid progenitors, lysozyme-GFP differentiation, flow cytometry;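 active = normalized GFP-positive differentiation at or above the plate's own cutoff, the solvent-only control mean plus 3 SD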;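 also: cells exposed to compound for four days before flow analysis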
WT yeast gro inh mutant strain = second read-out of WT yeast gro inh, no call of its own (marks repeat the call); inhibition, %; mitochondrial fusion phenotypic screen, mutant strain inhibition
Ins promoter up cell count = second read-out of Ins promoter up, no call of its own (marks repeat the call); cell count; measured here: cytotoxicity, nuclei count;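 total cells summed across four imaged fields per well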
Hep lipid drop cells 6.5 µM = also measured in Hep lipid drop; calls as there; cell count; measured here: cell count, cytotoxicity flag;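 cells counted across two imaged fields per well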
bCat nuc transl cell count 5 µM = second read-out of bCat nuc transl, no call of its own (marks repeat the call); cell count; measured here: cell count, cytotoxicity flag
T cell HTS vesicle-bound % = also measured in T cell HTS; calls as there; double positive events, %; measured here: CD8+ vesicle-bound cell fraction;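 binding gate set so that unloaded-vesicle control wells show 10% double positive cells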
MT stabilizer Hoechst-high % = also measured in MT stabilizer; calls as there; % Hoechst-high responders; measured here: nuclear condensation Hoechst responders;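 share of cells brighter than vehicle mean plus two SD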
MT stabilizer cytotoxicity % = recorded beside MT stabilizer, whose call it bears; toxicity, %; measured here: cytotoxicity by cell density;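 0% = mean cell density of plate MIN control wells and 100% = no cells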
Autophagy mod cell loss 18 h = recorded beside Autophagy mod, whose call it bears; toxicity, %; measured here: cell loss, nuclei count;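 cell loss after 18 h compound exposure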
Myeloid diff MLP GFP+ MAC1+ % = further read-out of Myeloid diff MLP, marked with its call; GFP+ MAC1+ double positive, %; measured here: differentiation confirmed by MAC1 staining
* hit, by the source's call.

For O=C(O)c1ccc(/C=C(\c2nc3ccccc3[nH]2)c2nc3ccccc3s2)cc1 the results were Ins promoter up -0.27, West Nile virus CPE 0.1%, Hep lipid drop -21, T cell HTS inactive, bCat nuc transl 0.7, Myeloid diff MLP inactive, Ins promoter up cell count 1018, Hep lipid drop cells 6.5 µM 773, bCat nuc transl cell count 5 µM 1247, T cell HTS vesicle-bound % 52 and Myeloid diff MLP GFP+ MAC1+ % 0.5.
For CN(Cc1ccccc1)c1nc2c(c(=O)n(C)c(=O)n2C)n1CCSc1ncccn1 the results were Ins promoter up -0.69, MT stabilizer 3.5, WT yeast gro inh 11, West Nile virus CPE -0.1%, Hep lipid drop -1, T cell HTS inactive, Autophagy mod inactive, bCat nuc transl -1.2, Myeloid diff MLP inactive, WT yeast gro inh mutant strain 5, Ins promoter up cell count 1755, Hep lipid drop cells 6.5 µM 688, bCat nuc transl cell count 5 µM 1034, T cell HTS vesicle-bound % 22, MT stabilizer Hoechst-high % 1.9, MT stabilizer cytotoxicity % 7.8, Autophagy mod cell loss 18 h -2 and Myeloid diff MLP GFP+ MAC1+ % 4.4.
COc1ccc(NC(=O)CCCNC(=O)Cn2cnc3sc4c(c3c2=O)CCCC4)c(OC)c1 was read as West Nile virus CPE -0.8%, Hep lipid drop 26, T cell HTS inactive, Myeloid diff MLP inactive, Hep lipid drop cells 6.5 µM 753, T cell HTS vesicle-bound % 6 and Myeloid diff MLP GFP+ MAC1+ % 0.2.
Cc1nn(-c2ccccc2)c(Cl)c1/C=N/NC(=O)c1ccccc1F was read as Ins promoter up -0.61, West Nile virus CPE 0.8%, Hep lipid drop 13, T cell HTS inactive, bCat nuc transl -1.0, Myeloid diff MLP inactive, Ins promoter up cell count 1088, Hep lipid drop cells 6.5 µM 746, bCat nuc transl cell count 5 µM 1380, T cell HTS vesicle-bound % 33 and Myeloid diff MLP GFP+ MAC1+ % 0.1.
For COCC(C)NC(=O)c1ccc(CN2CCc3ccccc3C2)cc1 (stereo not drawn) the results were Ins promoter up -0.18, MT stabilizer 2.9, WT yeast gro inh 5, West Nile virus CPE 0.2%, Hep lipid drop 14, T cell HTS inactive, Autophagy mod inactive, bCat nuc transl 0.1, Myeloid diff MLP inactive, WT yeast gro inh mutant strain -5, Ins promoter up cell count 1425, Hep lipid drop cells 6.5 µM 684, bCat nuc transl cell count 5 µM 1504, T cell HTS vesicle-bound % 57, MT stabilizer Hoechst-high % 3.1, MT stabilizer cytotoxicity % 6.4, Autophagy mod cell loss 18 h 7 and Myeloid diff MLP GFP+ MAC1+ % 0.3.
For O=C(Nc1ccccc1N1CCOCC1)c1cccc(NS(=O)(=O)c2ccc(F)c(F)c2)c1 the results were Ins promoter up -0.61, MT stabilizer 3.1, WT yeast gro inh 14, West Nile virus CPE -0.8%, Hep lipid drop 8, T cell HTS inactive, Autophagy mod inactive, bCat nuc transl -5.6, Myeloid diff MLP inactive, WT yeast gro inh mutant strain 15, Ins promoter up cell count 1509, Hep lipid drop cells 6.5 µM 711, bCat nuc transl cell count 5 µM 1025, T cell HTS vesicle-bound % 25, MT stabilizer Hoechst-high % 2.6, MT stabilizer cytotoxicity % 3.8, Autophagy mod cell loss 18 h 22 and Myeloid diff MLP GFP+ MAC1+ % 0.0.
Screening CC(C)COC(=O)C(C)Nc1n[nH]c(=S)[nH]c1=O (stereo not drawn) returned Ins promoter up 0.3, MT stabilizer 3.0, WT yeast gro inh -1, West Nile virus CPE 0.7%, Hep lipid drop -1, T cell HTS inactive, Autophagy mod inactive, bCat nuc transl 0.2, Myeloid diff MLP inactive, WT yeast gro inh mutant strain -16, Ins promoter up cell count 1403, Hep lipid drop cells 6.5 µM 720, bCat nuc transl cell count 5 µM 1561, T cell HTS vesicle-bound % 35, MT stabilizer Hoechst-high % 2.1, MT stabilizer cytotoxicity % 4.9, Autophagy mod cell loss 18 h -13 and Myeloid diff MLP GFP+ MAC1+ % 0.3.
For Cc1nn(Cc2ccccc2)c(C)c1C(=O)OCC(=O)c1cc(C)n(C2CC2)c1C the results were Ins promoter up 0.05, MT stabilizer 2.8, WT yeast gro inh 13, West Nile virus CPE 2.2%, Hep lipid drop -11, T cell HTS inactive, Autophagy mod inactive, Myeloid diff MLP inactive, WT yeast gro inh mutant strain 1, Ins promoter up cell count 1201, Hep lipid drop cells 6.5 µM 650, T cell HTS vesicle-bound % 34, MT stabilizer Hoechst-high % 1.5, MT stabilizer cytotoxicity % 6.9, Autophagy mod cell loss 18 h 9 and Myeloid diff MLP GFP+ MAC1+ % 8.0.
`COc1ccccc1CNCc1cc(OC)c(OC)cc1OC` gave Ins promoter up 0.43, MT stabilizer 5.6, WT yeast gro inh 0, West Nile virus CPE -0.4%, Hep lipid drop -2, T cell HTS inactive, Autophagy mod inactive, bCat nuc transl -0.6, Myeloid diff MLP inactive, WT yeast gro inh mutant strain -1, Ins promoter up cell count 1302, Hep lipid drop cells 6.5 µM 823, bCat nuc transl cell count 5 µM 1017, T cell HTS vesicle-bound % 26, MT stabilizer Hoechst-high % 1.7, MT stabilizer cytotoxicity % 7.4, Autophagy mod cell loss 18 h -5 and Myeloid diff MLP GFP+ MAC1+ % 5.0.
Screening COc1ccc(C(=O)c2ccccc2)c2c(O)ccc(C(=O)c3ccccc3)c12 returned Ins promoter up 0.07, MT stabilizer 1.6, WT yeast gro inh 9, West Nile virus CPE 0.9%, Hep lipid drop 1, T cell HTS inactive, Autophagy mod inactive, bCat nuc transl -0.6, Myeloid diff MLP inactive, WT yeast gro inh mutant strain 1, Ins promoter up cell count 888, Hep lipid drop cells 6.5 µM 733, bCat nuc transl cell count 5 µM 1252, T cell HTS vesicle-bound % 24, MT stabilizer Hoechst-high % 1.4, MT stabilizer cytotoxicity % 9.8, Autophagy mod cell loss 18 h 4 and Myeloid diff MLP GFP+ MAC1+ % 1.2.
Cn1c(SCC(=O)N2c3ccccc3Sc3ccccc32)nnc1-c1ccco1 was read as Ins promoter up -0.83, MT stabilizer 2.6, WT yeast gro inh 12, West Nile virus CPE -0.2%, Hep lipid drop -4, T cell HTS inactive, Autophagy mod inactive, bCat nuc transl 1.3, Myeloid diff MLP inactive, WT yeast gro inh mutant strain -17, Ins promoter up cell count 1747, Hep lipid drop cells 6.5 µM 664, bCat nuc transl cell count 5 µM 1130, T cell HTS vesicle-bound % 26, MT stabilizer Hoechst-high % 1.6, MT stabilizer cytotoxicity % 10, Autophagy mod cell loss 18 h 3 and Myeloid diff MLP GFP+ MAC1+ % 0.9.
For CC(=O)c1ccc(N(C(=O)CNC(=O)c2ccco2)C(C(=O)NC2CCCC2)c2ccncc2)cc1 (stereo not drawn) the results were West Nile virus CPE -0.1%, Hep lipid drop 23, T cell HTS inactive, Myeloid diff MLP inactive, Hep lipid drop cells 6.5 µM 817, T cell HTS vesicle-bound % 31 and Myeloid diff MLP GFP+ MAC1+ % 1.8.
For O=C(CCC(=O)Nc1ccc(F)cc1)N/N=C/c1ccccc1 the results were West Nile virus CPE -0.1%, Hep lipid drop -12, T cell HTS inactive, Myeloid diff MLP inactive, Hep lipid drop cells 6.5 µM 732, T cell HTS vesicle-bound % 48 and Myeloid diff MLP GFP+ MAC1+ % 0.5.
`Cc1nn(Cc2ccccc2)c2ncccc12` gave West Nile virus CPE 0.0%, Hep lipid drop -1, T cell HTS inactive, Myeloid diff MLP inactive, Hep lipid drop cells 6.5 µM 829, T cell HTS vesicle-bound % 51 and Myeloid diff MLP GFP+ MAC1+ % 0.6.
CCC(C(=O)Nc1ccccc1)c1ccccc1 (stereo not drawn) was read as Ins promoter up -0.04, MT stabilizer 1.6, WT yeast gro inh -19, West Nile virus CPE -0.9%, Hep lipid drop 0, T cell HTS inactive, Autophagy mod inactive, bCat nuc transl -1.1, Myeloid diff MLP inactive, WT yeast gro inh mutant strain -9, Ins promoter up cell count 1377, Hep lipid drop cells 6.5 µM 603, bCat nuc transl cell count 5 µM 591, T cell HTS vesicle-bound % 3, MT stabilizer Hoechst-high % 2.3, MT stabilizer cytotoxicity % 12, Autophagy mod cell loss 18 h -7 and Myeloid diff MLP GFP+ MAC1+ % 0.8.
For O=C(NCC1OCCc2ccccc21)c1ccc(NC(=O)c2ccc(Cl)cc2Cl)cc1 (stereo not drawn) the results were Ins promoter up -0.15, MT stabilizer 3.8, WT yeast gro inh -6, West Nile virus CPE -0.2%, Hep lipid drop 14, T cell HTS inactive, Autophagy mod inactive, bCat nuc transl -2.4, Myeloid diff MLP inactive, WT yeast gro inh mutant strain -2, Ins promoter up cell count 1618, Hep lipid drop cells 6.5 µM 656, bCat nuc transl cell count 5 µM 1187, T cell HTS vesicle-bound % 52, MT stabilizer Hoechst-high % 5.7, MT stabilizer cytotoxicity % 0.8, Autophagy mod cell loss 18 h 15 and Myeloid diff MLP GFP+ MAC1+ % 0.2.
For CC(NC(=O)c1ccco1)C(=O)N1CCc2ccccc2C1 (stereo not drawn) the results were Ins promoter up 0.34, MT stabilizer 2.6, West Nile virus CPE 0.4%, Hep lipid drop -1, T cell HTS inactive, Autophagy mod inactive, bCat nuc transl 1.8, Myeloid diff MLP active, Ins promoter up cell count 822, Hep lipid drop cells 6.5 µM 726, bCat nuc transl cell count 5 µM 1077, T cell HTS vesicle-bound % 56, MT stabilizer Hoechst-high % 2.2, MT stabilizer cytotoxicity % 2.4, Autophagy mod cell loss 18 h 1 and Myeloid diff MLP GFP+ MAC1+ % 4.3*.
